ZTA counter – ZTA (EBV) inhibition in EBNA-1 counter-screen | hit rate 0.15% among 320,000 | AID 2234 | inhibition, % at 11 µM | ZTA-DNA binding, fluorescence polarization; in the data active = inhibition above about 33%
Target sequence (P03206 whole entry, looked up): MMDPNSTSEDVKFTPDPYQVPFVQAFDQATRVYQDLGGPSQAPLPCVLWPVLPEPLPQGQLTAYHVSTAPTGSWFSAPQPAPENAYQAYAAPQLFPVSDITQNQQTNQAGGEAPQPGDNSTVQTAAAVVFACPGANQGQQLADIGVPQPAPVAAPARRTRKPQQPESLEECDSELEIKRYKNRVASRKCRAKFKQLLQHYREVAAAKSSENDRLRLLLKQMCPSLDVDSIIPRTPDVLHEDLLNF
GASC-1 inh – blocks human GASC-1 demethylase activity; GST-JMJD2C(1-420) H3K9me3 demethylation, DELFIA europium; inhibition, % at 2.35 µM; hit rate 0.069% among 330,000; AID 2099;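 active = more than half of a compound's replicate wells show inhibition beyond 50%, single wells judged on their own value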;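 note: signal counts dimethyl H3K9 product captured on neutravidin plate; 0% = median of DMSO wells and 100% = 0.3 times that DMSO median; strong numbers were not always called active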
core dimer inh – HCV core protein dimerization inhibition; hit rate 0.33% among 300,000; inhibition, % at 5 µM; AID 1899; TR-FRET GST/Flag-core106 dimerization, 1536-well;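 active = inhibition above the mean of all tested compounds plus 3 SD, set per screening campaign, cut at about 45% in these data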
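Assay system: Tagged HCV core106 pair (GST and Flag) | Buffer or medium: KF-containing HEPES buffer, pH 7.45, DTT, CHAPS, BSA | Also added: Eu donor and XL665 acceptor anti-tag antibodies | Dosing: One concentration, 5 µM, in 0.5% DMSO | Timing: 4 h at 22.5 °C | Technique: TR-FRET 671 and 617 nm emission | Repeats: Singlicate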
PP1 counter – PP1-alpha (human) inhibition in PP5 counter-screen; AID 2235; P62136; purified PP1alpha, OMFP fluorescence; inhibition, % at 6.7 µM; hit rate 0.9% among 320,000;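 active = inhibition above the mean inhibition of all tested compounds plus 3 SD, computed separately for each screening campaign, cut at about 15% in these data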
Target sequence (P62136 whole entry, looked up): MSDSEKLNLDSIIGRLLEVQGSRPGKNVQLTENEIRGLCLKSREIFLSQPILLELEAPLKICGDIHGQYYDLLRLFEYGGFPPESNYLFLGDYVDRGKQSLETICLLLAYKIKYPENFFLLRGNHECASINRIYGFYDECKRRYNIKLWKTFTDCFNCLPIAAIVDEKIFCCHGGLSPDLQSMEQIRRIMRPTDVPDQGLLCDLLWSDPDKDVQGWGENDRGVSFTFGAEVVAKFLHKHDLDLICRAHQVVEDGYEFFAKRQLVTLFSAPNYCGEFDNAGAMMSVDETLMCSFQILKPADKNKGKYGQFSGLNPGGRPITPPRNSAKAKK
TPT1 inh – blocks Candida albicans tRNA 2'-phosphotransferase; recombinant caTPT1, FP RNA substrate dephosphorylation; inhibition, % at 5 µM; hit rate 0.81% among 300,000; AID 1962;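 active = inhibition above the mean of all tested compounds plus 3 SD, set per screening campaign, cut at about 24% in these data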;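 note: plate controls were DMSO alone for no effect and ferristatin control at 100 nM for full effect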
CR mimetic SO – lowers age-related superoxide in aged yeast cells | S. cerevisiae aged cells, superoxide DHE fluorescence; hits give low values | superoxide response (% of plate mean), % at 10 µM | hit rate 0.18% among 330,000;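 active = superoxide response under a set limit, about three screen SD below normal, cut at about 65% in these data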;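 note: yeast aged for seven days with compound at 30 °C before DHE staining; 100% = average MFI of all compound-treated wells on the plate with controls excluded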
Fh CTSL1 inh – counter-screen for PFM18AAP inhibitors: inhibitors of F. hepatica cathepsin L1. recombinant F. hepatica cathepsin L1, Z-Leu-Arg-MCA fluorescence. inhibition, % at 5.96 µM. hit rate 0.49% among 300,000. AID 1906;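 active = inhibition above the mean of all tested compounds plus 3 SD, set per screening campaign, cut at about 17% in these data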;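 note: 0% = plate median of test compound wells and 100% = 1 µM Z-Phe-Ala-diazomethylketone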
EBNA-1 inhibitor – blocks EBNA-1 binding to DNA; inhibition, % at 14.8 µM; EBNA-1 DNA binding, fluorescence polarization; hit rate 0.34% among 300,000; in the data active = inhibition above about 28%
PP5 inh – inhibitors of human protein phosphatase 5 (PP5); hit rate 0.18% among 320,000; AID 1987; inhibition, % at 6.7 µM; purified PP5c, OMFP substrate fluorescence; P53041;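 active = inhibition above the campaign's mean inhibition across all tested compounds plus 3 SD, cut at about 9.5% in these data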;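 note: 0% = DMSO only and 100% = 100 µM cantharidin control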
Target sequence (P53041 whole entry, looked up): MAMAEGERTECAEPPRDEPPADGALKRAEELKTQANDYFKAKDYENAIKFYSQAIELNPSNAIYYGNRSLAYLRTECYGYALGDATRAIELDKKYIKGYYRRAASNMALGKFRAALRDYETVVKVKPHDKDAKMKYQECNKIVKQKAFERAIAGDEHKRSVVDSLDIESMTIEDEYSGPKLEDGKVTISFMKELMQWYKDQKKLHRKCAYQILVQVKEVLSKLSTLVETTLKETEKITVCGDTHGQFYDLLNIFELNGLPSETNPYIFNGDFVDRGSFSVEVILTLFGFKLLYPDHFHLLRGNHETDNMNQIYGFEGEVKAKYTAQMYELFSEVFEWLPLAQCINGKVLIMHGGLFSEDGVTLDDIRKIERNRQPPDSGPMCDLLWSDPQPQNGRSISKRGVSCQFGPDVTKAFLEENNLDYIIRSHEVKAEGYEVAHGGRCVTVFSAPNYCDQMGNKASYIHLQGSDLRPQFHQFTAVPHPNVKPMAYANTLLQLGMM
Active calls of the source: *; i = inactive; nt = not tested or not shown.

SMILES | ZTA counter | GASC-1 inh | core dimer inh | PP1 counter | TPT1 inh | CR mimetic SO | Fh CTSL1 inh | EBNA-1 inhibitor | PP5 inh
C=CCn1c(C)nnc1SCC(=O)Nc1nc(C)c(C(=O)N(C)C)s1 | -3 | -3 | -16 | -2 | -4 | 96 | -4 | 6 | 5.2
COC(=O)c1c(CCl)noc1C(=O)NCC1CCCO1 (configuration not stated) | -15 | -1 | 10 | 0 | -3 | 104 | -2 | 5 | 0.6
O=C(NCc1ccco1)/C(=C\c1ccc(F)cc1)NC(=O)c1ccco1 | 20 | -19 | -10 | 2 | 1 | 114 | -2 | -9 | -4.9
N#C/C(=C\c1ccc(/C=C(/C#N)c2nn(CCO)c(N)c2C#N)cc1)c1nn(CCO)c(N)c1C#N | -4 | 3 | -2 | -1 | -1 | 91 | 8 | -3 | -0.5
CC1=C(C(=O)OCc2ccccc2)C(c2cccc([N+](=O)[O-])c2)NC(=O)N1C (configuration not stated) | 3 | -1 | 3 | 3 | 2 | 95 | 5 | 2 | 3.2
O=C(Cc1ccccc1)Nn1c(-c2ccccc2)nc2ccccc2c1=O | -12 | -3 | -6 | 6 | -1 | 99 | 1 | -11 | 1.9
CC(/C=N/NC(=O)CCn1nnc2ccccc21)=C\c1ccccc1 | 2 | 0 | 3 | 2 | 1 | 101 | 1 | -6 | 3.5
CCc1nnc(NC(=O)C2CCCN2C(=O)Nc2ccccc2)s1 (configuration not stated) | -4 | 3 | 5 | 0 | 0 | 99 | 4 | -2 | 0.0
COc1cc(/C=C(\C#N)C(=O)NC(C)C)ccc1OCc1ccc(C(=O)O)cc1 | 11 | -9 | 1 | 1 | 3 | 79 | -3 | 2 | 0.1
O=[N+]([O-])c1cc([N+](=O)[O-])c(Oc2cc(F)ccc2F)cc1NN1CCCCC1 | -15 | i | 7 | -2 | -3 | 103 | -3 | 3 | 0.6
COc1ccc(CC(=O)NC2CCS(=O)(=O)C2)cc1 (configuration not stated) | -3 | -6 | -4 | -3 | -2 | 98 | -6 | -1 | 0.5
CCn1c(SCC(=O)N/N=C/c2ccccc2OCC(=O)O)nnc1-c1ccccc1 | -6 | -5 | -5 | -1 | -3 | 102 | -1 | 1 | -1.1
Cc1cc(C)n(-c2ccc(C(=O)Nc3cc(S(=O)(=O)N(C)C)ccc3Cl)cc2)n1 | 0 | -7 | 4 | -3 | 0 | 114 | -2 | -7 | 1.9
O=C(CCc1nc2ccccc2[nH]1)N1CCN(C(=O)c2ccco2)CC1 | 0 | -1 | -4 | -4 | 4 | 89 | -1 | -4 | -1.3
CCN1CCN(C(=S)c2ccc(O)cc2)CC1 | 7 | 11 | -2 | -2 | -3 | 116 | 0 | -1 | -0.3
CCc1nnc(NC(=O)CSc2nc3cccnc3n2C2CCCCC2)s1 | -5 | -13 | 6 | 1 | -1 | 105 | 10 | -17 | 1.6
CCCc1ccc(Oc2cc(Cl)nc(N)n2)cc1 | 1 | -16 | -4 | 1 | -3 | 93 | 2 | -5 | 2.4
COC(=O)c1cn(C(=O)c2ccccc2F)nc1N | -9 | -30 | -3 | 3 | 2 | 92 | 0 | 9 | -2.0
Cc1nc(SCC(=O)Nc2c(C)nn(C)c2C)c2cnn(-c3ccccc3)c2n1 | 7 | 4 | -3 | -2 | 1 | 98 | 3 | -3 | -0.6
CC(=O)c1ccc(N=c2scc(C)n2C(C)C)cc1 | 3 | 16 | 4 | -3 | 1 | 94 | 2 | 1 | -0.6
CC(=O)c1sc(-c2cccc(Cl)c2)nc1C | -2 | -25 | -6 | 0 | -2 | 101 | 0 | 3 | 2.6
COc1ccc(/C(O)=C2/C(=O)C(=O)N(CCN(C)C)C2c2ccc(F)cc2)cc1Cl (configuration not stated) | -31 | 2 | 0 | 3 | -1 | 99 | -1 | -10 | 1.9
COc1ccccc1Nc1nnc(SCC(=O)NC2CCCC2)s1 | 2 | nt | nt | -4 | nt | 123 | nt | nt | 2.3
COc1ccc(-c2csc(N3C(=O)C4C5c6ccccc6C(c6ccccc65)C4C3=O)n2)cc1 (configuration not stated) | 3 | 5 | 9 | -2 | -2 | 96 | 3 | 3 | 3.1
CCCCN(CC)CCNC(=O)c1cc2c(=O)n(CC)c3ccccc3c2s1 | -6 | 14 | 7 | 0 | -4 | 106 | 3 | -9 | 1.4
CCCSc1nnc2nc(C)cc(C)n12 | 3 | 0 | 2 | -2 | -3 | 97 | -3 | 2 | 0.9
COc1cc(NS(=O)(=O)c2ccc3ccccc3c2)c2ncccc2c1 | -10 | 6 | 2 | 11 | -1 | 100 | 12 | -9 | -5.3
CCN(Cc1cnn(C)c1)C(=O)c1cc(COc2ccc3c(c2)CCCC3)on1 | 29 | -22 | 18 | -2 | -1 | 98 | 0 | 12 | 2.1
Cc1ccc(S(=O)(=O)N(C)C)cc1NC(=O)COC(=O)C1=COCCO1 | 2 | 2 | nt | -5 | nt | 70 | nt | nt | -1.7
CC1(c2ccccc2)NC(=O)N(CC(=O)NNC(=O)c2cccc(Cl)c2)C1=O (configuration not stated) | -11 | 7 | nt | -1 | nt | 93 | nt | nt | 1.2
COc1cccc(-n2c(O)c(C=NCc3ccccn3)c3ccccc3c2=O)c1 | -6 | 37 | -6 | -1 | -4 | 90 | -5 | -6 | 3.5
CCOC(=O)CCNC(=O)CCNC(=O)C(c1ccccc1)c1ccccc1 | -8 | 5 | -3 | -6 | 0 | 106 | 3 | 1 | -2.3
COc1cccc(C2C3CN(C)CC=C3C(C#N)=C(N)C2(C#N)C#N)c1OC (configuration not stated) | 0 | 133 | -4 | -4 | -24 | 87 | 3 | 17 | -2.9
Cc1ccccc1NC(=S)N1CCC(C(=O)c2ccc(F)cc2)CC1 | -9 | 9 | -8 | -6 | -1 | 106 | 2 | -10 | 3.9
CC#CCCC(=O)N1C=Cc2ccccc2C1C#N (configuration not stated) | 14 | nt | -4 | -4 | -1 | 92 | -3 | -5 | 2.1
C(=N\Nc1ccc2nncn2n1)/c1ccccn1 | -2 | -11 | 4 | -5 | 0 | 102 | 2 | 1 | -1.5
COc1ccc(S(=O)(=O)Cc2ccc(C(=O)N3CCc4ccccc4C3)o2)cc1 | 3 | 8 | -1 | -2 | -3 | 101 | -1 | -3 | -1.4
COc1ccc(C(=O)OCCCc2cc3ccccc3c(=O)o2)cc1 | 12 | -7 | nt | -4 | nt | 100 | nt | nt | -0.1
O=C(CSc1ncn(-c2ccccc2)n1)c1cccs1 | 12 | 8 | -5 | -2 | -1 | 81 | 1 | 17 | 0.0
CCc1nn(C(C)C(=O)NCc2ccc(Cl)cc2)c(=O)c2cc3occc3n12 (configuration not stated) | -2 | 2 | 5 | 1 | 0 | 99 | 0 | 6 | -0.2
CCOc1ccc(CC2c3cc(OCC)c(OCC)cc3CCN2C(=O)CN2CCN(C)CC2)cc1OCC (configuration not stated) | -3 | -9 | 2 | -1 | -3 | 107 | 0 | -11 | 1.4
O=C(Nc1cccc(Cl)c1N1CCOCC1)c1ccc2c(c1)OCCO2 | 4 | 4 | 1 | -5 | -1 | 99 | 1 | -3 | 3.1
CCOC(=O)O[C@]1(C(=O)OCCl)CC[C@H]2[C@@H]3CCC4=CC(=O)C=C[C@]4(C)[C@H]3[C@@H](O)C[C@@]21C | 4 | -2 | 6 | -2 | -4 | 100 | 4 | -7 | -2.2
CCCCC(O)(CCCC)C(=O)NN(C(=O)OC)c1ccccc1 | 6 | 6 | 0 | -4 | 0 | 106 | 0 | 4 | 5.2
CC(NC(=O)/C=C/c1ccc(Br)cc1)c1ccc(Cl)cc1 (configuration not stated) | -11 | -11 | -6 | 1 | -2 | 92 | -7 | -1 | -5.7
O=C(Cc1ccc(NC2=NC3CS(=O)(=O)CC3S2)cc1)NCc1ccc(Cl)cc1 (configuration not stated) | -6 | 155 | -4 | 0 | 0 | 86 | 1 | -5 | 0.3
CCCOc1ccc(C2C(C(=O)c3ccc(C)o3)=C(O)C(=O)N2Cc2ccco2)cc1OCC (configuration not stated) | 12 | 13 | 23 | 35* | 3 | 90 | 1 | -4 | 2.1
CCC(C)(C)NC(=O)c1ccc(S(=O)(=O)N2CCCCCC2)cc1 | -4 | -17 | 1 | 1 | 0 | 107 | -2 | -15 | 0.5
CCN(C(=O)COC(=O)CCOc1ccccc1)c1c(N)n(Cc2ccccc2)c(=O)[nH]c1=O | 16 | 4 | nt | -2 | nt | 94 | nt | nt | -0.1
CCOc1cc2c3c(c1)C1(C(=O)N3C(C)(C)C=C2C)C(C#N)=C(N)Oc2cc(O)ccc21 (configuration not stated) | 0 | -18 | 4 | 4 | 0 | 88 | -1 | -5 | 6.3
COc1ccc2nc(NC(=O)c3ccccc3[N+](=O)[O-])sc2c1 | -7 | 49 | 0 | -1 | 0 | 94 | 8 | 0 | 2.7
C#CCNC(=O)C1=C[C@H](c2ccc(Br)cc2)C[C@H](OCc2ccc(CO)cc2)O1 | 7 | -8 | 14 | -1 | -3 | 102 | 8 | 9 | 2.3
Cc1ccc(-c2nn(-c3ccccc3)cc2/C=C/C(=O)Nc2nccs2)cc1 | -11 | 2 | 16 | -3 | 2 | 99 | -2 | 11 | -2.9
COc1ccc(-c2[nH]c(-c3ccccc3)nc2SCC(=O)Nc2nccs2)cc1 | -5 | nt | -15 | 3 | 2 | 95 | 0 | 6 | 5.4
CCCCNc1nc2ccccc2n1CC(=O)N1CCc2ccccc2C1 | -1 | 1 | 0 | -1 | 0 | 98 | -4 | 7 | -0.5
Cc1ccc(S(=O)(=O)/C(C#N)=C/c2c[nH]c3ccccc23)cc1 | -14 | -1 | 0 | -4 | 15 | 123 | -4 | -7 | 9.6
Cc1nn(C(C)C(=O)NCc2ccccc2)c(C)c1[N+](=O)[O-] (configuration not stated) | -2 | 9 | 5 | -3 | 0 | 111 | 5 | -2 | -1.4
O=C(NCc1ccccc1)c1ccccc1NC(=O)C1CCCCC1 | 6 | 7 | -3 | -3 | -1 | 98 | 3 | 3 | 4.0
CN1C(N)=NC(=O)/C1=C/c1ccc(OC(F)(F)F)cc1 | -6 | -3 | -6 | -4 | 1 | 108 | -1 | 9 | 4.1
Cc1ccccc1Nc1c(-c2ccc(N3CCOCC3)cc2)nc2ncccn12 | 9 | 4 | -1 | -3 | 3 | 103 | 2 | -6 | 1.3

Part of the list above, with values under each structure.
Each structure is followed by: ZTA counter	GASC-1 inh	core dimer inh	PP1 counter	TPT1 inh	CR mimetic SO	Fh CTSL1 inh	EBNA-1 inhibitor	PP5 inh
O=C(Nc1cccc(Cl)c1N1CCOCC1)c1ccc2c(c1)OCCO2
→ 4	4	1	-5	-1	99	1	-3	3.1
CCOC(=O)O[C@]1(C(=O)OCCl)CC[C@H]2[C@@H]3CCC4=CC(=O)C=C[C@]4(C)[C@H]3[C@@H](O)C[C@@]21C
→ 4	-2	6	-2	-4	100	4	-7	-2.2

Remaining list, next part
SMILES | ZTA counter | GASC-1 inh | core dimer inh | PP1 counter | TPT1 inh | CR mimetic SO | Fh CTSL1 inh | EBNA-1 inhibitor | PP5 inh
COc1ccc(OC)c(NC(=O)c2oc3c(c2C)C(O)CC(C)(C)C3)c1 (configuration not stated) | -8 | 16 | -11 | -1 | -3 | 104 | 0 | 6 | 3.3
Cc1cc(C)cc(NC(=O)C(OC(=O)c2cc[n+]([O-])cc2)c2ccccc2)c1 (configuration not stated) | -3 | -1 | nt | 0 | nt | 90 | nt | nt | 0.4
O=C(CCC(=O)N1CCN(c2ccc(C(F)(F)F)cn2)CC1)c1cccs1 | -4 | nt | nt | -1 | nt | 93 | nt | nt | -1.6
CCCC(=O)Nc1sc2c(c1C(=O)OC)C(C(=O)OC)CC2 (configuration not stated) | -10 | -10 | 0 | -7 | -2 | 106 | -1 | -13 | 0.4
COc1ccccc1NNC(=O)c1cccnc1Oc1ccccc1 | 20 | 3 | 6 | -4 | -1 | 107 | 1 | 5 | -1.2
